Source: PubChem (Sanford-Burnham Center for Chemical Genomics)
Jurkat NFkB inh – lowers PMA/ionomycin-induced NF-kB signal in Jurkat cells | inhibition, % at 4 µM | 330,000 compounds, 0.53% hits | PMA/ionomycin-induced NF-kB luciferase reporter, luminescence; in the data active means inhibition above about 50%
TIM10 inh – TIM10 yeast growth inhibition | inhibition, % at 10 µM | S. cerevisiae TIM10 strain growth, BacTiter-Glo luminescence, 24 h | 330,000 compounds, 1.4% hits;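 active means inhibition of 40% or more at the single tested concentration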;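 further: wild-type TIM10 isogenic control strain grown at permissive 25 °C; 0% = DMSO yeast wells and 100% = minimal medium wells without yeast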
Mdm2-MdmX inh – inhibitors of human Mdm2/MdmX interaction; O15151+Q00987; SaOS-2 split-luciferase Mdm2/MdmX complementation, luminescence; inhibition, % at 8 µM; 330,000 compounds, 3% hits; AID 485346;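 active means inhibition of at least 50% at 8 µM in the primary screen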
Target sequence (O15151 whole entry, looked up): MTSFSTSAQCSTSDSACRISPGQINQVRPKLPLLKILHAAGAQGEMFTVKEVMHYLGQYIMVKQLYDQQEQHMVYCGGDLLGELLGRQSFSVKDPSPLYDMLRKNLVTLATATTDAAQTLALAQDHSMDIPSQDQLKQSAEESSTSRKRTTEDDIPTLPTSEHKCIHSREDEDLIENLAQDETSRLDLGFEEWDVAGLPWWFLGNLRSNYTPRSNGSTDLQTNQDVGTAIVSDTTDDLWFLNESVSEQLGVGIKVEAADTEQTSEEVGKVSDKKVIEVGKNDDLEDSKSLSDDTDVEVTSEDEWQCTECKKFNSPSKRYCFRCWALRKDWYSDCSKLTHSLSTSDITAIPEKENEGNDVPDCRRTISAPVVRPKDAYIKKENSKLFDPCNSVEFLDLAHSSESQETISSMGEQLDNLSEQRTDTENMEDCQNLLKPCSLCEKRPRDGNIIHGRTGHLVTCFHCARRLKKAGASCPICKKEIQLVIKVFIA
Target sequence (Q00987 whole entry, looked up): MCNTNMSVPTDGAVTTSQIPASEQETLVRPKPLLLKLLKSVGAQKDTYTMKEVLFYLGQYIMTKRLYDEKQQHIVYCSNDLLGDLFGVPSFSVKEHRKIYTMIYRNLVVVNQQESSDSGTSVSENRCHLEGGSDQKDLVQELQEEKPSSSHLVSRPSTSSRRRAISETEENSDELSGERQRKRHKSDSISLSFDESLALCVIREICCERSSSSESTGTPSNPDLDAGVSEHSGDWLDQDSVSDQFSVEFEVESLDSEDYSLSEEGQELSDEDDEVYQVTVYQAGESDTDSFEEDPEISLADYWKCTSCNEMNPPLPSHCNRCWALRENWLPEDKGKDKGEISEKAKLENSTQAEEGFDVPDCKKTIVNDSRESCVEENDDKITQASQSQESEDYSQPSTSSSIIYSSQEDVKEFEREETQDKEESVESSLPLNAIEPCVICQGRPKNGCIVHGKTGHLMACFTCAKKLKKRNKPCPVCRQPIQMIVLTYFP
CHOP UPR activ – activators of apoptotic arm of unfolded protein response (CHOP) | CHO-CHOP luciferase reporter, UPR activation, luminescence; percent of tunicamycin response over DMSO baseline | activation, % at 10 µM | 330,000 compounds, 0.34% hits | AID 449763;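 active means at 10 µM dose, activation of 40% or more, normalized to positive control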;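 further: 100% = tunicamycin at 10 µg/mL and 0% = DMSO alone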
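Assay system: CHO-CHOP cells, stable luciferase reporter of PERK-eIF2a-CHOP signalling / Buffer or medium: F12 plus 10% serum / Compound dosing: one dose, 10 µM in 0.5% DMSO / Times: 6 h compound treatment, 37 °C / Technique: luciferase luminescence / Read-out: % reporter activation, DMSO baseline versus tunicamycin full activation / Benchmarks: tunicamycin and DMSO controls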
697 NFkB inh – inhibitors of the PMA/ionomycin-induced NF-kB reporter in 697 B cells; 697 B-cell NF-kB luciferase reporter, 16 h; inhibition, % at 4 µM; 330,000 compounds, 0.33% hits; AID 435022; in the data active means inhibition above about 35%
tim10-1 inh – inhibits growth of tim10-1 mutant yeast; S. cerevisiae tim10-1 ts strain growth, BacTiter-Glo, 24 h; inhibition, % at 20 µM; 330,000 compounds, 2.2% hits; AID 463190;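 active means inhibition of at least 40%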;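 further: mutant grown at 25 °C; 0% = DMSO wells with yeast and 100% = wells holding no yeast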
tim23-1 inh – inhibits growth of tim23-1 mutant yeast; S. cerevisiae tim23-1 growth, BacTiter-Glo luminescence, 24 h; inhibition, % at 20 µM; 330,000 compounds, 1.3% hits; AID 463212;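 active means growth inhibition of the mutant yeast at or above 50%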;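 further: temperature-sensitive mutant grown at 25 °C; plate controls were DMSO-treated mutant yeast for no effect and medium wells lacking yeast for full effect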
XBP1 UPR activ – adaptive UPR (XBP1) activation | CHO-XBP1 luciferase reporter, IRE1-XBP1 UPR activation, luminescence; percent of tunicamycin response, DMSO as zero | activation, % at 20 µM | 330,000 compounds, 0.33% hits | AID 463104;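 active means versus positive control, 20 µM dose yields 30% or more activation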;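 further: 100% = tunicamycin at 10 µg/mL and 0% = DMSO only wells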
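Material: CHO cell line with stable XBP1 luciferase reporter; schedule: 16-18 h cell attachment at 37 °C, then 6 h compound exposure; signal: glow luminescence from Steady-Glo reagent; medium: serum-containing F12 medium, 10% FBS; benchmarks: tunicamycin 10 µg/mL and vehicle-only wells; read-out: percent activation relative to tunicamycin reference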
Numbers without * were called inactive.

SMILES,Jurkat NFkB inh,TIM10 inh,Mdm2-MdmX inh,CHOP UPR activ,697 NFkB inh,tim10-1 inh,tim23-1 inh,XBP1 UPR activ
CCCn1c(C)cc(C(=O)COc2ccc(C)nc2[N+](=O)[O-])c1C,-3,16,7,0.6,-8,25,20,-2
CNC(=O)c1ccc2c(c1)nnn2C,1,1,6,-2.9,14,9,3,-4
COc1ccc(-n2nc3c(c2NC(=O)c2ccc(S(=O)(=O)N4CCOCC4)cc2)CS(=O)(=O)C3)cc1,-4,1,9,-1.1,23,2,9,-4
CC(CCc1ccccc1)NC(=O)COC(=O)C1=COCCO1 (centres undefined),-1,0,5,-2.5,19,-1,9,-4
CC(Cc1ccccc1)C(=O)N(C)Cc1cccnc1 (centres undefined),5,1,3,-1.3,5,-4,7,-2
CCOC(=O)c1cnc2nc(SC)nn2c1N,4,3,-45,1.5,6,5,-4,-1
O=C(COC(=O)/C=C/c1ccc(F)cc1)Nc1ccc2[nH]c(=O)[nH]c2c1,3,10,-21,0.8,-8,19,10,-1
CC(C)C(=O)NC(=S)NCC(=O)c1ccccc1,-5,12,-13,1.0,-5,32,39,-1
CCn1c(=O)c2sccc2n(CC(=O)NC2CCCCC2)c1=O,-8,11,2,2.5,13,-26,1,-1
Cc1csc(NC(=O)CSc2ccc3nnc(-c4ccncc4)n3n2)n1,-11,-15,8,0.3,-8,13,-19,1
O=C(C1CC(=O)N(c2ccc(Cl)cc2)C1)N1CCCCCC1 (centres undefined),-7,-10,-38,-0.3,6,12,15,2
Cc1ccc(-c2nc(-c3ccc(Cl)cc3)sc2CC(=O)O)c(C)c1,9,8,-4,-0.7,-5,3,15,0
CCOc1cc(/C=N/NC(=O)CCn2nc(C)cc2C)ccc1O,12,21,5,-0.1,16,2,23,-1
COc1ccc2c(CCNC(=O)c3ccc([N+](=O)[O-])cc3)c[nH]c2c1,-7,3,0,-0.2,6,11,-9,-2
NC(=O)CSc1nc(C2CC2)nc2sc3c(c12)CCCC3,-189,5,-342,5.5,-225,4,0,13
COc1ccc(CN2CCN(C(=O)c3ccco3)CC2)cc1,-9,-1,-8,0.2,-10,-7,-2,1
O=C(CC1Oc2ccccc2NC1=O)NC1CC1 (centres undefined),10,5,9,-0.4,-3,-27,-8,0
O=C(Nc1ccccc1O)C(c1ccccc1)c1ccccc1,34,22,7,5.8,-10,14,40,1
COc1ccc(C2C3C(=O)N(Cc4ccccc4)C(=O)C3ON2c2ccccc2)c(OC)c1OC (centres undefined),-10,-17,-9,-3.3,-8,18,15,1
COC(=O)c1sccc1NC(=O)c1ccoc1C,5,-10,36,0.3,8,-4,7,1
CCSc1nc2c(c(=O)[nH]c(=O)n2C)n1CC(O)COc1ccccc1 (centres undefined),11,-5,25,-0.5,-5,0,-4,0
NC(=O)C1CC(=O)N(c2ccc(OCc3c(F)cccc3Cl)cc2)C1 (centres undefined),7,-5,-10,0.2,1,1,21,1
COc1ccc(-n2c(-c3ccc(F)cc3)cnc2SCC(=O)NCc2ccco2)cc1,-16,14,5,3.0,-15,-10,25,-3
CN1CCN(Cc2cc(=O)oc3ccc(Cl)cc23)CC1,2,-14,-2,-0.7,14,8,-14,2
CCS(=O)(=O)c1ccc2c(c1)N(S(=O)(=O)c1cccs1)CC(C(=O)O)O2 (centres undefined),-14,9,6,0.8,6,5,0,-4

Overlap with the part before: 5 entries, followed by the next part.
SMILES,Jurkat NFkB inh,TIM10 inh,Mdm2-MdmX inh,CHOP UPR activ,697 NFkB inh,tim10-1 inh,tim23-1 inh,XBP1 UPR activ
CCSc1nc2c(c(=O)[nH]c(=O)n2C)n1CC(O)COc1ccccc1 (centres undefined),11,-5,25,-0.5,-5,0,-4,0
NC(=O)C1CC(=O)N(c2ccc(OCc3c(F)cccc3Cl)cc2)C1 (centres undefined),7,-5,-10,0.2,1,1,21,1
COc1ccc(-n2c(-c3ccc(F)cc3)cnc2SCC(=O)NCc2ccco2)cc1,-16,14,5,3.0,-15,-10,25,-3
CN1CCN(Cc2cc(=O)oc3ccc(Cl)cc23)CC1,2,-14,-2,-0.7,14,8,-14,2
CCS(=O)(=O)c1ccc2c(c1)N(S(=O)(=O)c1cccs1)CC(C(=O)O)O2 (centres undefined),-14,9,6,0.8,6,5,0,-4
CCN(CC)CCCNC(=S)N1CCN(c2nc(-c3ccc(F)cc3)cs2)CC1,1,-5,47,-0.9,-13,7,15,-1
COc1cc(C(=O)Nc2cccc(-n3cnnn3)c2)cc(OC)c1OC,-8,2,2,-2.5,11,-4,-11,-2
NC(N)=N/N=C/c1ccccc1,1,11,-22,-0.1,14,-3,4,-3
CN(C)S(=O)(=O)c1ccc(C(=O)Nc2ccccc2[N+](=O)[O-])cc1,5,15,31,-2.5,16,18,14,-1
CCCCC(CC)C(=O)Nc1cc(=O)[nH]c2nc3ccccc3n12 (centres undefined),7,28,14,2.0,5,1,0,-1
Cc1cc(Nc2ccccc2)nc2cc(O)ccc12,-35,-63,12,1.8,-45,-25,65*,13
COc1ccccc1-c1cc(N)n[nH]1,5,9,19,1.7,9,13,11,1
CCN(/C=N/S(=O)(=O)c1ccc(Cl)cc1)CC,-2,-8,15,-0.2,11,3,-10,-2
CCn1c(SCC(=O)Nc2nnc(C)s2)nnc1C(C)NC(=O)c1ccccc1F (centres undefined),5,7,-21,3.6,21,-23,-3,-2
Cc1ccc(NC(=O)C2(C)Cc3ccccc3C(=O)O2)cc1 (centres undefined),-7,-5,2,0.2,-11,-10,1,3
COCCC(=O)N1CCCC(C(=O)c2ccc3c4c(cccc24)CC3)C1 (centres undefined),-5,11,38,-1.8,3,12,20,-2
CC(C(=O)Nc1ccc([N+](=O)[O-])cc1Cl)N1CCN(S(=O)(=O)c2cccs2)CC1 (centres undefined),17,-7,38,3.3,13,9,19,-2
Nc1c(C(=O)Nc2cccc(F)c2)nnn1-c1ccc2c(c1)OCCO2,-155,10,-112,1.0,-362,-29,3,-3
COc1ccccc1/C=C/C(=O)NCCc1ccccn1,-51,4,-27,4.8,-42,-17,-3,-2
CCS(=O)(=O)N1CCN(C(=O)CCC2CCCC2)CC1,-2,0,13,0.3,16,11,7,1
CN(C)/C=C/C(=O)c1cnc(-c2ccccn2)s1,-66,16,-58,3.4,-27,12,-7,3
Cc1cc(NC(=O)Cn2c(C)nc3ccccc3c2=O)ccc1Br,7,-10,4,-1.6,-11,-13,12,-1
CC(C)(C)CN1CCNC(=O)C1CC(=O)NCc1cccc(-n2cccn2)c1 (centres undefined),-5,-11,-13,-1.5,5,-1,12,0
O=C(Nc1ccccc1)OC(CN1CCCCC1)C(F)(F)F (centres undefined),-27,10,5,0.9,13,0,10,1
Cc1csc(=O)n1CCC(=O)OCC(=O)NNC(=O)c1ccccc1,10,-5,3,1.5,-17,-27,-17,-2
CC(=O)Nc1ccc2c(c1)nc(CCNC(=O)c1ccco1)n2C,2,-2,22,1.0,8,12,1,1
Cc1cc(OCCN2CCC(Cc3ccccc3)CC2)ccc1[N+](=O)[O-],11,-35,18,1.9,-1,-10,-41,-1
CC(CCc1ccccc1)NC(=O)COC(=O)c1ccc(S(C)(=O)=O)c([N+](=O)[O-])c1 (centres undefined),-2,4,81*,12,28,46*,18,-7
COC(=O)C(C(C)=O)C1=C/C(=N\S(=O)(=O)c2ccc(C)cc2)c2ccccc2C1=O (centres undefined),3,43*,17,0.3,20,40*,44,0
Cc1nn2c(NCCCn3ccnc3)cc(C(C)C)nc2c1-c1ccccc1,4,29,13,0.5,-10,23,-10,-5
CCOc1ccc(NCc2nnc(SCc3ccc(Cl)cc3)n2-c2ccccc2)cc1,14,47*,13,2.7,-32,46*,52*,-3
CC(C)c1cc(C(F)(F)F)n2nc(C(=O)Nc3ccc(-n4cnnn4)cc3)cc2n1,-1,-8,16,0.7,10,-7,-9,0
COc1ccc(S(=O)(=O)N2CCC[C@H]2C(=O)NCc2ccc(Cl)cc2)cc1,2,-2,-2,-1.0,2,2,16,1
CCCn1c(SCCN2CCOCC2)nc2c1c(=O)n(C)c(=O)n2C,11,-17,2,2.8,2,11,11,1
COC(=O)c1cc(=O)nc2sc3ccccc3n12,6,-5,8,-2.0,-7,8,13,0
CC(C)CN(C(=O)CN1CCN(c2cccc(Cl)c2)CC1)c1c(N)n(CC(C)C)c(=O)[nH]c1=O,9,-1,11,0.2,8,3,9,-4
CCOC(=O)CNNC(=O)Nc1ccc(Cl)c(Cl)c1,-1,5,-5,2.4,15,11,14,0
Cc1c(Cl)cccc1NC(=O)CCS(=O)(=O)c1cccc2nonc12,10,4,17,0.6,18,-12,-6,-3
O=C1CCCCc2sc(Br)c([N+](=O)[O-])c2N1,13,29,64*,17,13,35,34,-7
Cc1cc(C)c(C(=O)CSc2nnc(N)s2)cc1C,-20,-1,12,2.2,-16,2,8,-2
O=C(COC(=O)CNC(=O)c1ccco1)Nc1ncc(Cl)cc1Cl,1,5,9,1.2,-6,24,10,0
CCN(C[C@H]1N[C@@](CC)(C(=O)OC)[C@H]2C(=O)N(C)C(=O)[C@@H]12)C(=O)Nc1ccc(OC)cc1,7,2,-5,1.6,0,6,17,-1
Cc1ccc(C(c2nnnn2C(C)(C)C)N2CCN(C3CCCC3)CC2)cc1 (centres undefined),-32,17,10,1.4,-45,17,17,-2
Cc1ccccc1-c1cc2nc(C)c(Cl)c(=O)n2[nH]1,27,20,16,2.6,-12,3,0,-2
COc1ccc(CC(=O)N2CC(C)CC(C)C2)cc1 (centres undefined),5,21,17,-0.3,21,28,25,-5
CCn1cc(-c2ccccc2)c(C(=O)O)c1-c1ccc(OC)cc1,8,1,-6,0.2,-17,16,26,-5
CN(C)/C=N/c1nc2nccc(-c3ccc(F)cc3)n2n1,-22,4,-7,-1.0,11,25,21,1
CCOC(=O)c1sc(NC(C)=O)nc1-c1ccccc1,-4,10,24,-1.1,18,12,12,4
Cc1ccc(NC(=O)COC(=O)CCc2ccccc2)cc1S(=O)(=O)N1CCOCC1,-2,5,-19,2.1,14,-3,14,-3
O=C(NCC1CCCN1S(=O)(=O)c1cccs1)c1c(F)cccc1F (centres undefined),-4,6,7,0.5,-9,17,19,-2
CCOc1ccc(C(=O)NCCCn2ccnc2)cc1,-5,3,18,-2.1,3,0,5,0
COc1ccc(CC(=O)NCC2CCCN(Cc3ccccc3OC)C2)cc1 (centres undefined),-5,7,15,0.8,-6,4,5,-4
Cc1ccccc1C(=O)N(C)c1ccccc1C(=O)NCc1ccccc1,1,3,-3,-1.1,-7,2,7,-3
CCCOc1ccc(S(=O)(=O)n2cc(Br)c(=O)[nH]c2=O)cc1,-11,-5,6,-0.4,8,7,13,-4
CCN(CC)/C(=N/O)NC(=O)NS(=O)(=O)c1ccc(C)cc1,-4,0,0,-1.1,10,-20,-8,-3
O=S(=O)(c1ccc(Br)s1)N1CCN(c2ccccn2)CC1,18,30,2,0.4,6,38,57*,-2
Cc1ccc(-c2nnc(NC(=O)c3ccco3)s2)cc1,-43,8,-17,0.2,-61,11,12,-2

Outcome played no part in choosing rows; 6.6% or so of the library scored in one or more.
